Screening data as filed in PubChem BioAssay.
Glyco luc inh = blocks N-linked glycosylation in D54 reporter cells; D54 ERlucT glycosylation luciferase reporter, 24 h; percent of 100 nM tunicamycin response; AID 588692; reporter increase, % at 12.5 µM; actives 0.23% (n = 360,000);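 active = mean luciferase reporter signal, scaled so untreated is 0 and the glycosylation-blocking control 100, at or above a set limit in every replicate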;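 also: luciferase carries N-glycosylation sites so blocking glycosylation raises the light; 0% = median of neutral control wells and 100% = median of 100 nM tunicamycin wells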
Vif imaging = HIV Vif inhibition; HEK293T cells, Vif self-association by quenched fluorescence, imaging, 24 h; inhibition, % at 7.49 µM; actives 0.35% (n = 340,000); AID 602346; in the data active = inhibition above about 50%, passing the limit was not always enough; also: some results filed as inactive read as strong as hits
hiPSC survival = enhancers of human iPSC single-cell survival; actives 0.044% (n = 360,000); hiPSC single-cell survival, ATPlite luminescence; 100% = ROCK inhibitor wells, 0% = DMSO; survival enhancement, % at 20 µM; in the data active = survival enhancement above about 18%;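 also: cells exposed to compounds for 16 hours before the ATP read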
CaV13 FRET inh = Disruptors of the CACNA1D IQ motif to Ca2+-dependent inactivation inhibitor domain association, primary screening, Förster resonance energy transfer in intact living …. HEK cells, CFP/YFP FRET ICDI-IQ, plate reader, 10 min; percent FRET-ratio fall versus neutral wells. inhibition, % at 12.3 µM. actives 0.098% (n = 340,000);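 active = mean replicate inhibition of at least 30% and at least 1% of replicates passing that level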;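 also: 0% = median of the neutral control wells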
ABCB6 inh MLPCN = inhibitors of human ABC transporter ABCB6; K562-ABCB6 porphyrin accumulation, flow cytometry, 1 h; active compounds read low; fluorescence ratio to DMSO, % at 10 µM; Q9NP58; actives 0.19% (n = 360,000);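 active = fluorescence ratio to DMSO below 75%, the collection mean minus 3 SD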;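 also: signal is porphyrin accumulated inside mitochondria; 100% equals median channel fluorescence of DMSO control wells; lower ratio means ABCB6 inhibition with less porphyrin fluorescence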
Target sequence (Q9NP58 whole entry, looked up): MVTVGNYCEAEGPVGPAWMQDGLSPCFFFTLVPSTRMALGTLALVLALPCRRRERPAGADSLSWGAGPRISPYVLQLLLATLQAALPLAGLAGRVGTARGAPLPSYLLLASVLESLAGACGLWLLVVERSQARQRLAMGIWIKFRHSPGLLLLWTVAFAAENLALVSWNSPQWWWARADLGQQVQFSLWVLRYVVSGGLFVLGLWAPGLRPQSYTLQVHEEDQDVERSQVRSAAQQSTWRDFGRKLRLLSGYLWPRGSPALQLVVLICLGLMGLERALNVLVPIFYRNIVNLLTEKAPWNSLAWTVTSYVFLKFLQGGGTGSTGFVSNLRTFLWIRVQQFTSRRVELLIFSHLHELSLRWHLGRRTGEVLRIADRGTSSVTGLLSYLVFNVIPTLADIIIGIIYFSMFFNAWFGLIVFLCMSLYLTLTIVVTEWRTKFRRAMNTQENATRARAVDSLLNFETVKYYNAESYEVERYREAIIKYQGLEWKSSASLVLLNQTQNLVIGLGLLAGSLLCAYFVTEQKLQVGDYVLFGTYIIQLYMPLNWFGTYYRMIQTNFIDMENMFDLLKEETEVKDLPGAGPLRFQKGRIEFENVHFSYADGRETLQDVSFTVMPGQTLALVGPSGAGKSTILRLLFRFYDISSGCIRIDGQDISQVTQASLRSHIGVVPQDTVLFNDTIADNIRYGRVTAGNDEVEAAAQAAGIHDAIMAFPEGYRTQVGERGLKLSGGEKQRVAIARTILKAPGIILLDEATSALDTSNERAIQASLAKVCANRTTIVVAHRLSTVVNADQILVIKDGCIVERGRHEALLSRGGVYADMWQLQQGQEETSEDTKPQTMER
aDG glyco act = increases alpha dystroglycan glycosylation | Pro5-aDG cells, alpha-DG glycosylation AlphaScreen (IIH6); 0% Pro5, 100% B10-LARGE cell signal | AID 624168 | actives 0.22% (n = 360,000) | activation, % at 10 µM;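 active = activation of at least 8% versus controls, or a plate z-score of at least 8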;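 also: Pro5 are CHO cells carrying HIG-tagged alpha-DG that lacks glycosylation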
PDI inh = inhibitors of human protein disulfide isomerase. AID 588391. P07237. inhibition, % at 10 µM. PDI insulin aggregation turbidity, A650, 90 min. actives 0.052% (n = 350,000);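 active = mean inhibition across replicates of 30% or more, whatever share of single replicates reach that level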;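 also: absorbance from insulin aggregation driven by PDI reduction with DTT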
m5-HT2A agonist = activates the mouse 5-HT2A serotonin receptor; CHO-K1 mHTR2A beta-arrestin complementation, luminescence; percent of 30 µM serotonin response; activation, % at 7.6 µM; actives 0.66% (n = 360,000); AID 624169;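 active = activation above a run cutoff, the mean activation of all tested compounds plus 3 SD, cut at about 14% in these data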;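 also: 0% = plate median of compound wells and 100% = 30 µM serotonin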
Exocytosis inh = lytic granule exocytosis inhibition. TALL-104 LAMP-1 surface exposure, flow cytometry; cells stimulated with thapsigargin and PMA. inhibition, % at 10 µM. AID 651702. actives 0.66% (n = 360,000);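 active = inhibition above about 55%, limit read from the data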
Cardio protect = modulators protecting cardiomyocytes from myocardial damage | H9c2 cardiomyocytes, H2O2 injury protection, ATPLite, 2 h | protection from H2O2 cell death, % at 20 µM | actives 0.63% (n = 360,000) | AID 588492;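 active = compounds giving at least 50% protection of heart cells from peroxide-induced death in the single-dose screen, raw or plate-pattern-corrected value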;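 also: 0% = DMSO wells with peroxide and 100% = DMSO wells without peroxide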
Starred values were filed as active, the others as inactive; / = no result given.

SMILES	Glyco luc inh	Vif imaging	hiPSC survival	CaV13 FRET inh	ABCB6 inh MLPCN	aDG glyco act	PDI inh	m5-HT2A agonist	Exocytosis inh	Cardio protect
CC(C)(C)NC(=O)C(c1cccnc1)N(C(=O)c1csnn1)c1ccccc1 (centres undefined)	2	2	-0.3	1	101	-0.2	4	-3	-3	-3
COc1cccc(N2CCN(C(=O)C3CCN(S(=O)(=O)c4cccs4)CC3)CC2)c1	0	-2	0.8	7	103	0.8	18	4	0	9
CCN(CC(=O)N1CCCC1)S(=O)(=O)c1ccc(F)cc1	1	-4	-0.6	-20	100	0.0	14	0	12	4
COc1ccc(COC(=O)C2CC(=O)N(Cc3ccc(C)cc3)C2)cc1 (centres undefined)	0	12	-0.5	/	99	1.5	-7	7	2	2
CCCOc1nc(C)cc(COC)c1C(N)=O	1	5	-0.4	8	86	0.1	9	8	0	-1
C[C@H](CO)N1C[C@H](C)[C@@H](CN(C)C(=O)NC2CCCCC2)Oc2ccc(NC(=O)Cc3ccccc3)cc2C1=O	2	0	-0.6	-5	98	0.1	13	1	-4	-2
CCCOc1ccc(CCN2CCC(=O)NC2=O)cc1C	1	-2	1.1	/	104	0.0	-5	1	4	-3
S=c1nc(-c2ccccc2)[nH]n1-c1ccccc1	1	3	-1.0	-5	96	-0.2	3	0	-1	-2
COc1ccc(NC(=O)Nc2ccc3c(c2)CCC3)c(OC)c1	-2	1	3.8	-5	103	0.0	2	1	0	-9
CC(C)NC(=S)NNC(=O)C12CC3CC(CC(C3)C1)C2	1	-2	-0.2	-10	86	-0.1	5	1	1	-8
COc1ccc(C)cc1S(=O)(=O)N1CCN(C(=O)c2ncoc2-c2cccc(F)c2)CC1	-2	-1	1.4	-3	91	0.1	2	0	14	6
O=C(O)Cc1sc(NC2CCCCC2)nc1-c1ccc(Cl)cc1	5	-1	0.5	-2	112	0.0	-17	-8	-1	-2
O=C(NCc1ccccc1)C(c1ccc(-c2ccccc2)cc1)N1CCN(C(=O)C2CCCO2)CC1 (centres undefined)	/	/	/	-18	/	0.7	/	-3	-2	/
Cn1nc(C2CC2)cc1NC(=O)C1(C)CCN1C(=O)CC(c1ccccc1)c1ccccc1 (centres undefined)	0	-7	0.7	-11	99	0.1	4	-2	3	6
CC#CCN1c2ccccc2[C@]23C[C@@H](C(=O)OC)N(C(=O)c4ccco4)C2=NC(C(=O)OC)=C(C(=O)OC)[C@H]13	16	/	0.1	-10	101	-0.5	0	-1	-8	7
CCC(C)[C@H](NC(=O)[C@@H]1Cc2ccccc2CN1)C(=O)NCc1ccc(C)cc1 (some centres undefined)	0	/	-0.9	-15	102	-0.1	3	3	0	-5
CCCC(=O)Nc1nnc(S(=O)(=O)N(CC)c2ccc(OC)cc2)s1	3	-1	-0.5	-3	107	0.0	5	-3	-4	-7
CC(/C=C/c1ccccc1F)=N\NC(=O)c1ccc(Cl)cc1	1	19	-1.3	6	97	2.3	-3	-5	0	20
CCOC(=O)[C@@H]1[C@H]2COc3ccccc3[C@@H]2N2C(=O)N(c3ccccc3)C(=O)[C@@]12C	3	-7	-2.2	/	90	0.2	-4	4	3	5
O=C(CN(C(=O)CCC(=O)Nc1nccs1)c1cccc(F)c1)NCC1CCCO1 (centres undefined)	0	1	-2.0	-1	103	-0.2	14	2	0	6
Cn1c(=O)oc2cc(S(=O)(=O)CCC(=O)N3CCN(c4ccccc4)CC3)ccc21	2	-3	-0.4	-14	94	-0.2	0	-1	-2	-5
CC(C)NCCCCOc1ccc(Br)cc1Cl	0	1	6.1	6	105	3.5	-5	-5	-7	13
N#CC1=C(N)OC2=C(C(=O)CCC2)C1C1C=CCCC1 (centres undefined)	2	9	-1.2	/	99	0.4	3	-1	0	2
CC(=O)c1c(C(C)=O)c(C)n(Cc2ccc3c(c2)OCO3)c1C	-6	4	-3.7	-3	99	1.2	4	-5	1	-6
COc1ccc(C)cc1NC(=O)COC(=O)c1ccc2c(c1)OCCO2	-2	-2	0.3	-17	95	0.1	17	4	0	-8
CN(c1ccccc1)S(=O)(=O)c1ccc(NC(=O)c2ccc(F)cc2)cc1	-3	-9	0.4	-4	101	0.0	14	-10	-5	2
COC(=O)Cc1ccc(NC(=S)N2CCN(c3cccc(O)c3)CC2)cc1	1	-7	2.2	-4	92	0.0	9	24*	-3	-8
CNC(=O)c1c(Cl)cnn1-c1ccc(C)cc1	-1	-1	-0.2	-6	89	0.1	2	-3	2	-2
COc1ccc(N2CCN(C(=O)CCS(=O)(=O)c3ccc4c(c3)CCN4C(=O)C3CC3)CC2)cc1	0	0	-0.4	-13	97	0.1	9	16*	6	-4
CSc1ncccc1C(=O)Nc1nc2ccc(S(C)(=O)=O)cc2s1	-1	-5	-0.3	-3	103	-0.7	-2	-6	0	5
CCN(CC)CCn1c(SCC(=O)NCc2ccco2)nc2c(sc3ccccc32)c1=O	1	-6	-1.7	-4	92	0.3	-1	-4	-1	25
CCCS(=O)(=O)N1CCC(C(=O)NCCCN2CCC(Cc3ccccc3)CC2)CC1	-2	-7	-2.3	-11	98	0.0	-1	1	3	0
C/C(=N\NC(=O)CN1CCN(S(=O)(=O)c2ccc(C)cc2)CC1)c1ccc(O)cc1	1	-8	1.7	-15	98	-0.1	4	-2	10	-4
COc1ccc(C(CNC(=O)C(=O)NC2CCCC2)N2CCN(C)CC2)cc1 (centres undefined)	1	-10	-0.5	-16	101	0.7	1	-4	4	-6
COCCNC(=O)CN1C(=O)CC(C)(C)S(=O)(=O)c2ccccc21	-1	0	-2.1	-3	103	0.1	/	-2	-4	13
COc1ccc(-c2nc(-c3ccccc3)nc(Cl)c2C#N)cc1	4	12	0.5	-4	99	-0.2	2	-2	0	-6
COc1ccccc1S(=O)(=O)Nc1ccc(S(=O)(=O)Nc2nccs2)cc1	1	-2	4.1	-2	100	0.0	-5	-5	1	1
O=C1C=C(c2cccnc2)CCC1	1	-2	-1.6	-4	103	-0.4	2	-1	5	-2
O=C(OCC#CCSc1nnc(-c2ccncc2)o1)c1cccs1	0	10	0.4	-8	98	0.0	7	4	0	-4
C=CCc1c(C)nc(SC)nc1Nc1ccc(C(C)=O)cc1	4	-5	1.3	-7	95	0.4	6	-3	-1	13
O=C(Nc1nnc(C2CC2)s1)C1=NN(C2CCS(=O)(=O)C2)C(=O)CC1 (centres undefined)	4	0	2.6	-8	103	0.2	-3	6	0	-2
O=C(O)CCC(=O)N1CCN(c2nc(-c3ccccc3Cl)c3cc(Br)ccc3n2)CC1	3	/	0.5	/	94	0.2	0	-5	0	8
C=CCn1c(C)c(C(C)=O)c(N2CCOCC2)nc1=S	2	3	-0.1	-2	89	-0.1	-1	-5	2	0
Cc1ccc(NC(=O)N2CCc3ccccc32)cc1	-16	6	-3.7	-4	95	0.9	-4	1	-2	-33
COC(C(=O)NNC(=O)Cc1ccc(Cl)cc1)c1ccccc1 (centres undefined)	2	0	-0.3	-4	96	0.0	-1	-5	0	5
CN(C)c1ccc(Cl)cc1N	2	-5	0.1	-3	93	3.0	-2	6	3	19
COC(=O)c1sc2nc3c(cc2c1N)C(=O)CC(C)(C)C3	1	7	-2.3	-7	98	0.2	-9	7	5	2
O=C(c1cc(-c2ccc(Cl)cc2)on1)N1CCN(c2ccc(F)cc2)CC1	1	-3	-0.3	-3	170	0.0	-4	-3	-7	-1
C[C@H]1C[C@@H]2[C@H]([C@@H](O)C[C@@]3(C)[C@H]2CC[C@]3(O)C(=O)CO)[C@@]2(C)C=CC(=O)C=C12	3	9	4.3	-4	104	-0.1	-5	18*	7	3
CCc1ccc(C(=O)Nc2ccc(OC)c(S(=O)(=O)N3CCCCC3)c2)cc1	-3	-14	0.9	-6	92	0.7	12	-4	-7	0

Continued:
SMILES	Glyco luc inh	Vif imaging	hiPSC survival	CaV13 FRET inh	ABCB6 inh MLPCN	aDG glyco act	PDI inh	m5-HT2A agonist	Exocytosis inh	Cardio protect
CN(c1ccc(C(=O)Nc2ccccc2Sc2ccccc2)cc1)S(C)(=O)=O	-2	8	-3.3	/	94	-0.2	5	-3	-1	-17
C=CCC1CCCCC12NC(=O)N(c1ccccc1)N2 (centres undefined)	1	2	-0.5	-4	105	0.2	-1	-4	-17	5
C/C(=N\NC(=O)c1c(C)nc2ccccn12)c1ccc(N2CCOCC2)cc1	2	5	0.1	-17	101	-0.3	-1	-2	-1	2
CC(=O)c1ccc(-c2ccc(C(=O)NC3CCCCCC3)o2)cc1	2	0	0.6	-1	100	-0.3	6	-3	3	-2
O=c1cc(O)c2c(=O)[nH]c(=O)n(-c3ccccc3)c2[nH]1	0	12	9.5	0	97	0.0	-5	2	-3	6
CN(Cc1nc(-c2ccccn2)no1)S(=O)(=O)c1ccc(Br)cc1	0	-2	-1.4	-7	94	-0.1	1	6	0	-2
Nc1ccc2oc(-c3cc(Br)ccc3Cl)nc2c1	-7	/	-0.9	-10	102	0.0	-13	1	0	1
COc1ccccc1NC(=O)c1ccccc1-c1nc(-c2ccccc2OC)no1	0	-4	-2.4	/	103	-0.2	6	0	-2	2
COC(=O)C1=C(C)N(CC2CC2)C(=NCc2cccc(Cl)c2)N[C@H]1c1ccccc1	0	/	-4.8	-5	104	0.8	9	-2	3	2
O=C(Nc1ccccc1Cc1ccccc1)c1ccccc1NS(=O)(=O)c1ccc(Cl)s1	-11	9	0.1	-2	92	0.6	-2	5	9	-16

Entries of single compounds from above. Screens in order: Glyco luc inh | Vif imaging | hiPSC survival | CaV13 FRET inh | ABCB6 inh MLPCN | aDG glyco act | PDI inh | m5-HT2A agonist | Exocytosis inh | Cardio protect
COC(=O)C1=C(C)N(CC2CC2)C(=NCc2cccc(Cl)c2)N[C@H]1c1ccccc1 in the list: 0 | / | -4.8 | -5 | 104 | 0.8 | 9 | -2 | 3 | 2
CN(Cc1nc(-c2ccccn2)no1)S(=O)(=O)c1ccc(Br)cc1 in the list: 0 | -2 | -1.4 | -7 | 94 | -0.1 | 1 | 6 | 0 | -2
CC(=O)c1ccc(-c2ccc(C(=O)NC3CCCCCC3)o2)cc1 in the list: 2 | 0 | 0.6 | -1 | 100 | -0.3 | 6 | -3 | 3 | -2

The list continues.
SMILES	Glyco luc inh	Vif imaging	hiPSC survival	CaV13 FRET inh	ABCB6 inh MLPCN	aDG glyco act	PDI inh	m5-HT2A agonist	Exocytosis inh	Cardio protect
Cc1cc(C(=O)NCc2ccc(Cl)cc2)n(-c2ccccc2)n1	0	1	-0.7	-5	99	0.0	14	-1	9	0
CCCC(=O)n1nc(-c2ccccc2)nc1N	1	34	-1.9	-4	87	-0.4	13	6	-2	7
Cc1cc2cc(CNC(=O)c3cccs3)ccc2n1C	0	-8	1.5	-6	111	-0.1	2	1	-5	5
O=C(COC(=O)CNC(=O)c1ccccc1F)NC12CC3CC(CC(C3)C1)C2	3	/	5.8	-7	99	0.0	-5	0	4	16
CCn1c(O)c(/C=N/N=C2CCCCC2)c2cc(C3=NNC(=O)CC3)ccc21	-1	-4	-0.5	-6	94	0.0	-18	-2	1	54*
CCc1cccc(NC(=O)C2CCCN(S(=O)(=O)c3cccnc3)C2)c1 (centres undefined)	2	-1	-0.4	-3	95	0.0	-1	0	-2	1
CC(C)Oc1ccc(CN2CCC2(C)C(=O)Nc2ccc(Cl)c(Cl)c2)cc1 (centres undefined)	-2	58*	-1.6	-6	98	-0.1	9	-2	-4	-9
COc1ncnc2c1ncn2CCCNC1CCN(Cc2ccccc2)CC1	-2	16	1.2	-4	114	1.8	8	3	-3	-2
CC(NS(=O)(=O)c1ccc(Cl)cc1)C(c1cccs1)N1CCN(C)CC1 (centres undefined)	-3	4	-0.7	/	108	-0.2	-10	-3	-1	4
